# Compound activity as filed in PubChem.
# EBI2 antag = blocks human EBI2 receptor beta-arrestin signaling | P32249 | EBI2 beta-arrestin recruitment, luminescence, 7a,25-OHC stimulated | inhibition, % at 5 µM | 0.81% of 360,000 active | AID 651636; in the data active = inhibition above about 38%;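 also: enzyme fragment complementation signal reports receptor beta-arrestin coupling in cells; 0% = agonist plus DMSO wells and 100% = wells without agonist; some results beyond the cut were filed as inactive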
# Target sequence (P32249 whole entry, looked up, the tested form may be a part): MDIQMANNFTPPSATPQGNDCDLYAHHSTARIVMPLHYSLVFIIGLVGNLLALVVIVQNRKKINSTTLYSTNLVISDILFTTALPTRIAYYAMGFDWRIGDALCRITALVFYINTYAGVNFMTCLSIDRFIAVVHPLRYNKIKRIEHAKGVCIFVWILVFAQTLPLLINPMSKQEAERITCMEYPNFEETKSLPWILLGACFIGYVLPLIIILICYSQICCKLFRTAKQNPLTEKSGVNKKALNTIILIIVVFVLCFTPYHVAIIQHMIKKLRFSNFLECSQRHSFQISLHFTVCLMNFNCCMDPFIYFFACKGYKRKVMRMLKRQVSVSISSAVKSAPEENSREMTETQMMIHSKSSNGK
# ATG4B inh = inhibitors of human ATG4B cysteine protease; Q9Y4P1; ATG4B cleavage of LC3-PLA2, NBD-HPC fluorescence, 1 h; inhibition, % at 8.33 µM; 0.51% of 340,000 active; in the data active = inhibition above about 40%
# Target sequence (Q9Y4P1 whole entry, looked up): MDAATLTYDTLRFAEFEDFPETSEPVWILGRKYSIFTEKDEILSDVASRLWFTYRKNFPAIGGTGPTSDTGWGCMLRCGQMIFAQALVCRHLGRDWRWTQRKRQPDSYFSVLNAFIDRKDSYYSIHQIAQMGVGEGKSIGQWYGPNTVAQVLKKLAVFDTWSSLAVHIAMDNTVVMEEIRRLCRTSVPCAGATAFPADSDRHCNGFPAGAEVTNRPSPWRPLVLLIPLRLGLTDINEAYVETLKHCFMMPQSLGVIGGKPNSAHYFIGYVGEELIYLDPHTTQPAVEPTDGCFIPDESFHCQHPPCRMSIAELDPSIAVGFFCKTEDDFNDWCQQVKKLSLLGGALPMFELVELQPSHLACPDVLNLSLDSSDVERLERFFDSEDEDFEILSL
# APJ ag = agonists of human APJ apelin receptor; P35414; CHO-K1 APJ PathHunter beta-arrestin, luminescence; 0% DMSO wells, 100% apelin; activation, % at 20 µM; 0.11% of 330,000 active; AID 2520;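 active = activation more than six SD over the plate average, tested at 20 µM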;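 also: 0% = DMSO alone and 100% = apelin-13 at 10 nM; some results filed as inactive read as strong as hits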
#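 Test system: CHO-K1 APJ beta-arrestin complementation cell line | Compound: Single test compound dose, 20 µM final, 1% DMSO | Incubation: Compound 90 min 25 °C, reagent 1 h | Measured by: beta-gal luminescence | Read-out basis: APJ–arrestin association signal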
# CCR6 antagonist = antagonists of human CCR6 receptor; P51684; 0.49% of 340,000 active; inhibition, % at 20 µM; CHO-K1 CCR6 PathHunter beta-arrestin, luminescence, CCL20-stimulated;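 active = compounds whose inhibition of the agonist-driven luminescence signal at 20 µM reaches about 50%, limit read from the data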;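 also: cells stimulated with CCL20 at 14 nM final; plate controls were DMSO with CCL20 for no effect and DMSO without agonist for full effect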
# Gli-Sufu block = blocks Gli-Sufu signaling in a luciferase reporter; Sufu-KO-LIGHT fibroblasts, Gli luciferase reporter luminescence; inhibition, % at 5 µM; 0.74% of 340,000 active;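 active = inhibition above about 55%, limit read from the data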;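 also: 0% = DMSO-treated cells and 100% = wells with medium but no cells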
# APJ antagonist = antagonists of human APJ apelin receptor | 0.32% of 330,000 active | CHO-K1 APJ beta-arrestin complementation, luminescence | inhibition, % at 20 µM;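 active = inhibition above about 40% at 20 µM, limit read from the data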;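 also: cells challenged with 10 nM apelin-13 agonist together with compound; plate controls were apelin-13 plus DMSO wells for no effect and DMSO wells lacking apelin-13 for full effect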
# CXCR6 inh = inhibitors of human CXCR6 receptor. O00574. CHO-K1 PathHunter CXCR6 beta-arrestin, luminescence. inhibition, % at 20 µM. 0.36% of 360,000 active; in the data active = inhibition above about 34%, passing the limit was not always enough;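 also: antagonist mode with CXCL16 agonist at 10 nM final; 0% = 10 nM CXCL16 with DMSO and 100% = unstimulated wells without agonist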
# UBC13 inh = inhibitors of human UBC13 polyubiquitin chain formation | P61088 | TR-FRET | inhibition, % at 20 µM | 0.47% of 330,000 active | AID 485273; in the data active = inhibition above about 45%, passing the limit was not always enough
# Target sequence (P61088 whole entry, looked up): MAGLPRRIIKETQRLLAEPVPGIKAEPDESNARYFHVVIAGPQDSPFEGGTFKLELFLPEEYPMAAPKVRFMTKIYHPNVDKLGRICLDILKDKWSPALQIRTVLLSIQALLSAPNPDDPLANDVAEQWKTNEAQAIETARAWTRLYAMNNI
# An asterisk follows results filed as active; . = no result given.
compound	EBI2 antag	ATG4B inh	APJ ag	CCR6 antagonist	Gli-Sufu block	APJ antagonist	CXCR6 inh	UBC13 inh
CC1Cc2ccccc2N1S(=O)(=O)c1cccc(C(=O)OCC(=O)NC2CCS(=O)(=O)C2)c1 (stereo unspecified)	-10	-12	-5	-1	-124	17	7	9
COc1cccc(C2/C(=C(\O)c3ccc4c(c3)OCCO4)C(=O)C(=O)N2CC2CCCO2)c1 (stereo unspecified)	5	1	-6	16	-7	16	4	-7
NC(=O)C1CCN(C(=O)Nc2csc3ccccc23)CC1	2	-14	-1	-14	0	16	8	3
CN1C(=O)C2(OCC(COc3ccc(Cl)cc3)O2)c2ccccc21 (stereo unspecified)	15	-6	0	11	4	-23	-10	-6
COc1ccc(CCNc2ncnc3c2nnn3Cc2ccccc2)cc1OC	0	-6	6	1	-9	6	4	0
Cc1ccccc1-n1c(Cn2c(=O)sc3ccccc32)nnc1SCC(=O)NCC1CCCO1 (stereo unspecified)	-4	-1	-3	6	-3	-49	5	5
CCCc1ccc(-c2cc(C(=O)NCCc3ccc(S(N)(=O)=O)cc3)c3ccccc3n2)cc1	24	-23	0	25	-31	7	0	18
COC(=O)c1sccc1NC(=O)Nc1cc(C)cc(C)c1	9	9	0	-5	-29	-2	12	-2
O=C(CCc1nc(-c2ccccc2)no1)NCC1CCCO1 (stereo unspecified)	-2	0	-6	2	0	17	-7	-2
O=C1CSC(c2ccccc2)N1Cc1ccccn1 (stereo unspecified)	-32	-2	.	5	-1	.	-5	.
COc1c(Cl)cc(Cl)cc1CNCCNCCO	0	-9	1	6	4	13	3	5
CCOc1ccc(CNC(=O)C2CCN(S(=O)(=O)CC)CC2)cc1OC	2	-2	-5	3	0	17	-1	6
COc1ccc(/C=N/NC(=O)c2cccnc2)cc1COc1ccc([N+](=O)[O-])c(C)c1	0	2	5	-12	-19	-8	-7	-7
COc1ccc(NC(=O)CSc2nc(NS(=O)(=O)c3ccccc3)cc(=O)[nH]2)cc1	0	-6	-4	3	-5	-5	6	0
COCc1c(C(=O)N2CCN(Cc3c(F)cccc3Cl)CC2)oc2ccccc12	10	21	-2	25	18	-7	-1	2
CCc1nc2nc(C)c(NS(=O)(=O)c3cccs3)c(=O)n2[nH]1	-1	-5	1	-12	-4	8	0	-8
CC(C)(C)c1ccc(NC(=O)COC(=O)CCN2C(=O)c3cccc([N+](=O)[O-])c3C2=O)cc1	-4	-12	-6	24	-6	0	0	-11
CCOC(=O)c1c(-c2ccccc2)nc2cc(C)ccn12	9	1	-3	3	-21	12	-2	6
COc1ccc(/C(C)=N/NC(=O)c2ccncc2)cc1[N+](=O)[O-]	-1	-7	0	11	1	-4	-3	-1
Cc1ccc(C)c(N(C(=O)c2nsc(Cl)c2Cl)C(C(=O)NC2CCCC2)c2ccc(O)cc2)c1 (stereo unspecified)	24	-5	-2	15	0	5	7	-6
Cc1cc(C)c(O)c(CN(C)Cc2cc(Cl)cc(Cl)c2O)c1	-9	1	.	37	17	.	1	.
Cc1cc(Cl)ccc1N1C(=O)CC(SCCC(=O)O)C1=O (stereo unspecified)	-8	0	1	7	1	10	7	2
CCN(CC)c1ccc(-c2nc3cnccc3n2C)cc1	1	-3	-3	42	1	12	2	-5
O=c1oc2ccccc2c(NCCc2ccccc2)c1[N+](=O)[O-]	11	-1	0	23	4	6	3	6
Cc1cc(NC(=S)NC(=O)c2ccccc2)ccc1-c1cc2ccccc2oc1=O	-18	2	-1	36	-2	4	19	6
CC(C)CN(C(=O)COC(=O)CSc1ccccc1)c1c(N)n(Cc2ccccc2)c(=O)[nH]c1=O	-4	-6	20	-4	-3	5	2	-9
CCc1cccc(CC)c1NC(=S)N(CCN(C)C)C(C)c1cccnc1 (stereo unspecified)	-5	8	-1	1	12	11	-3	2
C[C@@H]1COC(=O)[C@@H](NC(=O)OCC2c3ccccc3-c3ccccc32)C/C=C\C[C@@H](CC(=O)N(CCO)Cc2ccccc2)C(=O)N1	-5	-4	-3	0	75*	13	2	26
COc1cc(OC)cc(C(=O)Nc2nnc(SCC(=O)NCc3ccco3)s2)c1	3	-2	4	-5	-2	-20	9	7
NS(=O)(=O)c1ccc(NC(=O)COC(=O)COc2ccc3ccccc3c2)cc1	-9	-9	0	0	-12	2	-4	19
O=C(CSC(=S)N1CCOCC1)Nc1ncc2c(n1)CC(c1ccco1)CC2=O (stereo unspecified)	6	-3	-1	11	2	-3	2	5
COc1cccc(NC(=O)CN(C)C(=O)c2cc(-c3ccccc3)nc3ccc(C)cc23)c1	3	-10	.	-3	5	.	4	.
O=C(c1ccc(F)cc1)N(Cc1ccccc1)C1CCS(=O)(=O)C1 (stereo unspecified)	-11	-1	-3	4	36	11	0	0
Cc1ccc(NC(NC(=O)c2cccs2)C(Cl)(Cl)Cl)cc1 (stereo unspecified)	14	-8	-1	15	2	13	-3	-1
CCOC(=O)Cn1c(CN2CCN(c3cccc(Cl)c3)CC2)nc2c1c(=O)[nH]c(=O)n2C	12	-16	-3	3	16	3	4	8
O=C(CS(=O)(=O)c1c[nH]c2ccccc12)N1CCc2ccccc21	0	-2	-3	11	-6	9	-4	8
CC(=O)c1c(C)[nH]c(C(=O)NCCCN2CCCC2)c1C	-5	-3	-2	0	18	15	-5	2
CC(NC(=O)c1ccc(F)cc1F)C1CC2CCC1C2 (stereo unspecified)	6	-1	-4	11	-17	4	2	0
COc1cc2c(cc1OC)C(C(=O)Nc1ccc(F)c(Cl)c1)CC(=O)N2 (stereo unspecified)	-12	-6	-1	10	5	21	0	1
CC(=O)c1c(C)[nH]c(C(=O)CSc2nnc(-c3ccco3)n2Cc2ccccc2)c1C	13	4	2	1	2	6	-4	-3

# Filtered by structure, those above with fluorine.
compound	EBI2 antag	ATG4B inh	APJ ag	CCR6 antagonist	Gli-Sufu block	APJ antagonist	CXCR6 inh	UBC13 inh
COCc1c(C(=O)N2CCN(Cc3c(F)cccc3Cl)CC2)oc2ccccc12	10	21	-2	25	18	-7	-1	2
O=C(c1ccc(F)cc1)N(Cc1ccccc1)C1CCS(=O)(=O)C1 (stereo unspecified)	-11	-1	-3	4	36	11	0	0
CC(NC(=O)c1ccc(F)cc1F)C1CC2CCC1C2 (stereo unspecified)	6	-1	-4	11	-17	4	2	0
COc1cc2c(cc1OC)C(C(=O)Nc1ccc(F)c(Cl)c1)CC(=O)N2 (stereo unspecified)	-12	-6	-1	10	5	21	0	1

# Further structures:
compound	EBI2 antag	ATG4B inh	APJ ag	CCR6 antagonist	Gli-Sufu block	APJ antagonist	CXCR6 inh	UBC13 inh
CCOC(=O)N1CCN(C(=O)CS(=O)Cc2nc(-c3ccc(C)cc3)oc2C)CC1 (stereo unspecified)	3	-17	2	-14	-1	1	1	-3
Cc1cccc(-n2ncc3c2CCCC3NC(=O)CN2CCCC2=O)c1C (stereo unspecified)	-3	3	0	8	4	5	4	-2
COc1c(CC=C(C)C)cc(C2CC(=O)c3c(O)cc(O)cc3O2)cc1CC=C(C)C (stereo unspecified)	0	-11	13	-19	-5	-67	-16	-32
O=C(CN1C(=O)NC2(CCCC2)C1=O)N1CCN(c2cccc(C(F)(F)F)c2)CC1	-14	-11	-2	5	5	11	1	-3
O=C(Nc1ccc2oc(-c3ccncc3)nc2c1)c1ccc2c(c1)OCCO2	4	0	-1	3	8	1	-4	15
O=C(NCc1ccco1)c1cccc2c1C(=O)c1ccc(N3CCC(Cc4ccccc4)CC3)cc1S2(=O)=O	-6	-7	0	7	18	3	-1	-63
O=C(O)C=C1C2CC3CC(C2)CC1C3	0	3	-1	-10	-1	10	0	6
Cc1nnc(SCC(=O)c2ccccc2F)n1Cc1ccccc1	-13	7	0	6	5	8	4	1
c1ccc(Cn2nnnc2C(c2cccs2)N2CCOCC2)cc1 (stereo unspecified)	0	-11	-4	-14	-8	17	0	3
Cn1c(SCc2cccc(C#N)c2)nc2ccccc2c1=O	3	5	0	16	34	-3	3	11
COC(=O)c1cc(-c2ccc(S(=O)(=O)N3CCCC(C)C3)cc2)c(C(F)(F)F)s1 (stereo unspecified)	-8	0	-8	21	5	11	1	4
COC(=O)c1nn(-c2cccc(C)c2)c2nnc(Cc3ccc(C)cc3)c(=O)n12	-13	0	-2	7	3	0	-1	1
Cc1occc1C(=O)NNC(=O)c1ccccc1Br	-14	-5	-2	-1	-6	7	-6	-4
O=C(Nc1ccccc1C(=O)NC(Cc1ccccc1)C(=O)O)c1ccco1 (stereo unspecified)	3	0	-2	7	3	6	3	1
O=C(C[n+]1cc(Br)cc2ccccc21)c1ccccc1	8	8	1	9	7	-13	10	-6
O=C(O)Cn1cc(/C=C/[N+](=O)[O-])c2ccccc21	-12	-9	-4	10	-2	9	9	-14
Fc1cccc(F)c1CN1CCN(c2ncccn2)CC1	6	10	-5	-14	-4	-13	-6	4
COc1ccc(NC(=O)COC(=O)CCCC2=NS(=O)(=O)c3ccccc3N2)cc1	-1	-5	5	-9	16	4	2	4
COc1ccc(-c2c(-c3ccc4c(c3)OCO4)c3ccccc3n2C)cc1	7	0	.	9	-1	.	2	.
COc1ccc2c(c1)C(=O)Nc1cc(Cl)ccc1N2	11	-6	-7	5	-2	-32	0	17
O=C(Nc1cccc(Cl)c1Cl)c1cc(S(=O)(=O)NCCc2ccccc2)ccc1F	-6	-6	-5	9	-5	6	-5	7
CCC(CC)c1nn2c(N)c(/C=C3\C=Nc4ccccc43)c(=O)nc2s1	0	-12	2	9	0	8	1	-12
Cc1ccc(C)c(NC(=O)C2CCCC2)c1	-11	-15	0	12	-1	-19	0	-7
Cc1ccc(-c2nnn(CC(=O)N3c4ccccc4CCc4ccccc43)n2)cc1	13	-3	0	17	5	1	10	-8
CCOC(=O)c1[nH]c(C)c(C(=O)NC(C)CC)c1C (stereo unspecified)	-3	-2	-4	12	2	10	-8	-2
CCOC(=O)c1sc(C)nc1C1CCN(C(=O)OCC)CC1	-1	-2	2	1	5	15	8	3
N/C(=N\c1nc2c(c(=O)[nH]1)CCC2)Nc1ccccc1	-2	5	-3	-6	0	7	1	7
O=C(CCn1c(=O)oc2ccccc21)Nc1cccc([N+](=O)[O-])c1	0	3	-1	9	-9	10	10	-3
CN(C)c1cccc(C(=O)Nc2ccc(S(=O)(=O)Nc3nccs3)cc2)c1	5	0	2	8	-8	-2	10	18
Cc1ccc(Cn2nnc3c(=O)[nH]c(C4CCCN(S(=O)(=O)c5ccc(F)cc5)C4)nc32)cc1 (stereo unspecified)	5	-9	2	-13	-10	-2	-2	-5
O=c1[nH]c(-c2ccccc2)nnc1-c1ccccc1	4	5	-6	23	-34	-5	-4	1
CC12C=CC(=O)C=C1CCC1C2CCC2(C)C(C(=O)CO)CCC12 (stereo unspecified)	11	-2	.	8	6	.	-2	.
Cc1cc(C)nc(N(C#N)S(=O)(=O)c2ccccc2)n1	-7	1	-1	-5	-2	-7	5	-9
Cc1cccc(C)c1NC(=O)CN(C)C(=O)CC1Sc2ccccc2NC1=O (stereo unspecified)	-4	-5	-4	6	0	21	-6	2
S=C(NCCc1c[nH]c2ccccc12)NC1CC1	-5	2	-2	13	8	-2	4	2
Clc1ccc(-c2csc(-c3ccncc3)n2)cc1	14	-15	0	-9	-31	-25	-8	26
Cc1cc(C)n2nc3nc(N4CCCCC4)nc(-c4ccco4)c3c2n1	-5	6	73*	17	-22	26	3	5
O=C(CNC(=O)c1ccco1)N/N=C/c1ccc(O)cc1O	-2	-8	6	4	10	11	0	-6
COCCn1c(Cc2ccccc2)nnc1SCC(=O)Nc1oc(C)c2c(C)n[nH]c(=O)c12	5	2	-3	3	2	-4	-8	-6
COC(=O)c1ccc(N2CCN(C(=O)c3ccccc3)CC2)c(NC(C)=O)c1	9	-9	-2	-10	-6	7	9	-4
